CRFR2-BP ag: agonists of human CRF-binding protein/CRF-R2 receptor complex; HEK293 CRF-R2/CRF-BP, calcium dye fluorescence (FLIPR); percent of saturating CRF peptide response; 350,000 tested, 0.46% active; activation, % at 13.2 µM;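 active = activation of at least 50%, plus an integration ratio under a set limit after plate pattern correction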;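 also: plate controls were neutral control wells without compound for no effect and CRF at EC100 for full effect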
CRFBP-R2 block: CRF-BP/CRF-R2 complex antagonism; AID 588475; inhibition, % at 11.8 µM; 350,000 tested, 0.59% active; HEK293 CRF-R2/CRF-BP, CRF-induced calcium fluorescence;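 active = inhibition of the ligand-induced calcium signal above about 50% at the single tested concentration, limit read from the data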
M1 PAM parental: nonselective activator or artifact in parental CHO-K1 calcium assay; ATP EC20, Fluo-8 calcium fluorescence; 0% at ATP EC20, 100% at ATP max; activation, % at 3 µM; 360,000 tested, 0.02% active; AID 602247;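 active = activation above the run cutoff, the mean activation of all test compounds plus 3 SD, cut at about 40% in these data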;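 also: peak over basal fluorescence ratio in a 140 s read after ATP addition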
TAAR1 antag: human TAAR1 antagonism. CHO RD-HGA16 TAAR1, Fluo-8 calcium fluorescence, antagonist. inhibition, % at 3 µM. 360,000 tested, 1.5% active. AID 624466;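 active = inhibition above a per-plate cutoff, the mean inhibition of test compounds on that plate plus 3 SD, cut at about 49% in these data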;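 also: 0% = DMSO plus EC80 beta-PEA response and 100% = DMSO alone without agonist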
Target sequence (Q96RJ0 whole entry, looked up): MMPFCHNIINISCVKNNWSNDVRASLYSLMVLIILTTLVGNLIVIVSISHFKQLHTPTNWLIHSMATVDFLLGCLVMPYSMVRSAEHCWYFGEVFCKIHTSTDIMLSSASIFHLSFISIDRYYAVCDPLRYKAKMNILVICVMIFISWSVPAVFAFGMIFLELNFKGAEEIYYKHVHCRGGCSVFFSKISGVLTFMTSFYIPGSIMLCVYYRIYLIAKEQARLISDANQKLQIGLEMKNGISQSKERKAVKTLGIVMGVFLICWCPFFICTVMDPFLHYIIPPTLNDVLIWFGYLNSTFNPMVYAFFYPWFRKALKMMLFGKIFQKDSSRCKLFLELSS
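Test system: hTAAR1-expressing CHO RD-HGA16 cells, Gα16-coupled; Probe or stimulus: EC80 β-phenethylamine stimulus; Compound dosing: single nominal final test compound concentration of 3 µM; Timing: 140 s kinetic read after compound, 140 s after agonist; Signal: Fluo-8 calcium-sensitive fluorescence; Measure: % inhibition of agonist calcium response; Controls: DMSO and EC80 PEA controls.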
CHRM5 PAM: CHRM5 positive allosteric modulation. 360,000 tested, 0.3% active. AID 624038. activation, % at 3 µM. CHO-K1 hM5, Fluo-8 calcium, ACh EC20 PAM; 0% = ACh EC20, 100% = ACh EC100;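 active = activation above the run cutoff, the mean activation of all test compounds plus 3 SD, cut at about 18% in these data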
Target sequence (P08912 whole entry, looked up): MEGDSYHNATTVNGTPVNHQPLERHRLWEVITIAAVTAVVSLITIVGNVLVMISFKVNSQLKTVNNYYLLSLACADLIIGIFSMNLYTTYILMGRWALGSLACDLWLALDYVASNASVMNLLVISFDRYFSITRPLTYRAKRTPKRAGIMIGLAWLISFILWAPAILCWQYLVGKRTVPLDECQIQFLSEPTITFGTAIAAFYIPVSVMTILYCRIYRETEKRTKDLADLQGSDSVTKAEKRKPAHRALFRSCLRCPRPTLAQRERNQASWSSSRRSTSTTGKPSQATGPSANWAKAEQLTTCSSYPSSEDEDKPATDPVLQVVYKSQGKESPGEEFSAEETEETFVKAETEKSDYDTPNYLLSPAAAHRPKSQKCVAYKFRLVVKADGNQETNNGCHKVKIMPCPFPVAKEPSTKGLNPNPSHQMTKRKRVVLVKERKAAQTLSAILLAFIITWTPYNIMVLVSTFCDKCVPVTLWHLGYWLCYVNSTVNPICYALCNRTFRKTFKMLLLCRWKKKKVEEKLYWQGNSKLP
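System – CHO-K1 hM5 cells · Compound – 3 µM, single dose · Incubation – compound preincubation 140 s before EC20 acetylcholine addition · Technique – Fluo-8 calcium fluorescence · Measure – Max/basal fluorescence ratio as % of EC20–EC100 ACh window · Benchmarks – low control EC20 acetylcholine (0%), high control EC100 acetylcholine (100%) · Replication – singlicate, one well per test compound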
TAAR1 ag: agonists of human TAAR1; Q96RJ0; CHO RD-HGA16 TAAR1, Fluo-8 calcium fluorescence; vehicle wells 0%, saturating PEA agonist 100%; activation, % at 3 µM; 360,000 tested, 0.99% active;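 active = activation above the mean activation of all test compounds in the run plus 3 SD, cut at about 38% in these data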
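System: CHO-derived RD-HGA16 cells with stable Gα16 and human TAAR1. Times: 17-24 h plating, Fluo-8 75 min 37 °C, 30 min RT. Measured by: calcium-sensitive Fluo-8 signal, excitation 470-495, emission 515-575 nm. Read-out basis: % activation relative to PEA EC100 response. Control set: DMSO and PEA EC100. Repeats: no replicates (n 1).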
M4 PAM: positive allosteric modulators of human muscarinic M4 receptor | 360,000 tested, 0.4% active | activation, % at 3 µM | AID 624126 | CHO-K1 hM4/Gqi5, Fluo-8 calcium fluorescence, ACh EC20; 0% = ACh EC20, 100% = maximal ACh | P08173;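 active = activation above its plate's cutoff, the mean activation of sample wells plus 3 SD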; also: some results filed as inactive read as strong as hits
CHRM5 antagonist: CHRM5 antagonism in calcium assay; P08912; CHO-hM5 cells, Fluo-8 calcium fluorescence, ACh EC80; inhibition, % at 3 µM; 360,000 tested, 0.59% active; AID 624040;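 active = inhibition above a per-plate cutoff, the mean of that plate's test compounds plus 3 SD, cut at about 27% in these data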;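 also: 0% = acetylcholine EC80 with DMSO and 100% = DMSO without agonist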
M5 ag: agonists of human muscarinic M5 receptor (CHRM5); P08912; 360,000 tested, 0.19% active; activation, % at 3 µM; CHO-K1 hM5 cells, Fluo-8 calcium fluorescence; 0% DMSO wells, 100% maximal acetylcholine response;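 active = activation above the run's mean over test compounds plus 3 SD, cut at about 23% in these data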;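 also: signal is peak over basal fluorescence ratio across the kinetic read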
* = called active by the depositor; / = not tested or not shown. An unsorted share of the library; overall some 4.2% were active at least once.

SMILES | CRFR2-BP ag | CRFBP-R2 block | M1 PAM parental | TAAR1 antag | CHRM5 PAM | TAAR1 ag | M4 PAM | CHRM5 antagonist | M5 ag
C(/C=C/C=C/Nc1ccccc1)=Nc1ccccc1 | -0.2 | 16 | -5 | -7 | 2 | 0 | 12 | 1 | 6
Clc1ccc(Cc2nnc(-c3cccs3)o2)cc1 | -4.6 | -4 | 14 | -19 | -5 | -1 | 4 | 8 | 0
CN1CCN(CC#CC(C)(O)C2CC3C=CC2C3)CC1 (centres undefined) | 0.9 | 7 | 4 | 5 | -3 | 0 | 1 | -1 | -8
CC(C)(C)c1cc(N/C=C\c2nnnn2-c2ccc(Br)cc2)no1 | 5.3 | -35 | -3 | -25 | -1 | 1 | -8 | 0 | -2
O=C(Cn1cnc2sc3c(c2c1=O)CCCC3)NCC(=O)Nc1ccccc1F | -0.3 | -4 | -1 | -10 | 0 | 2 | 8 | 5 | -5
Cc1ccccc1Nc1nc(N)nc(COC(=O)c2cccc(S(=O)(=O)N(C)c3ccccc3)c2)n1 | -3.7 | 51* | 15 | 25 | -7 | 6 | 5 | 8 | -1
Cc1ccccc1NC(=O)c1ccc2c(O)c(S(=O)(=O)c3ccccc3)c(=O)[nH]c2c1 | -1.5 | -1 | 2 | -4 | -8 | 6 | 0 | 17 | -5
O=C(NCc1ccccc1OC(F)(F)F)C1CCC(=O)N(Cc2ccccn2)C1 (centres undefined) | -2.2 | 24 | 12 | -12 | 1 | 2 | 0 | -5 | -3
O=C(NCC(c1ccco1)N1CCCC1)c1cn(-c2ccccc2)nc1-c1ccc(F)cc1 (centres undefined) | 2.1 | -17 | -2 | -19 | 4 | 7 | 8 | -1 | -2
COCCN(C(=O)CC1OC(=O)c2ccccc21)c1c(N)n(Cc2ccccc2)c(=O)[nH]c1=O (centres undefined) | -2.7 | 3 | -3 | -2 | -11 | 16 | 7 | -2 | 2
CN(C)c1nc(=S)nc(NCc2ccccc2)[nH]1 | -2.3 | 5 | -1 | -12 | 3 | 5 | 3 | 1 | -1
Cc1cc(N2CCN(C3CCCCC3)CC2)nc2cccc(O)c12 | -0.1 | 0 | 13 | -28 | -5 | 4 | -5 | 1 | -1
Cc1sc(NC(=O)c2ccco2)c(C(c2cccnc2)N2CCC(C)CC2)c1C (centres undefined) | 25 | -96 | 30 | 27 | -7 | 62* | -3 | 8 | -3
OCC[C@@H]1C[C@@H](O)[C@H](O)[C@]2(Cc3ccccc3CCO2)O1 | 1.0 | 8 | -25 | 0 | 12 | 6 | 8 | 8 | 5
CCn1nc(C)cc1-c1nnc(SCC(=O)Nc2ccccc2)n1CCCOC | 2.1 | 0 | 14 | -10 | -11 | 0 | -18 | 11 | 4
COC1OC(O)C(NC(=O)C(F)(F)F)CC1O (centres undefined) | 0.0 | -19 | -11 | -9 | -5 | 1 | -3 | 22 | -1
COc1ccc(OCC(=O)NC(=S)Nc2ccc(N3CCOCC3)c(Cl)c2)cc1 | 6.3 | -92 | 6 | / | -7 | / | -9 | 12 | 8
OC(CN1CCN(C(c2ccccc2)c2ccccc2)CC1)c1ccc(Br)cc1 (centres undefined) | 2.6 | -18 | 0 | -12 | -18 | -3 | -17 | 10 | -6
CCOC(=O)C1CCCCN1C(=O)/C(=C/c1ccc(OC)cc1)c1ccc(OC)c(OC)c1 (centres undefined) | -0.9 | 2 | 14 | 28 | -8 | 16 | -4 | 13 | 0
Nn1c(SCC(=O)Nc2ccccc2)nnc1-c1cccnc1 | 1.9 | -17 | 9 | 1 | 2 | 11 | -3 | -1 | -3

With a hit mark in TAAR1 ag, of those listed so far:
mol	CRFR2-BP ag	CRFBP-R2 block	TAAR1 antag	CHRM5 PAM	TAAR1 ag	M4 PAM	CHRM5 antagonist	M5 ag
Cc1sc(NC(=O)c2ccco2)c(C(c2cccnc2)N2CCC(C)CC2)c1C (centres undefined)	25	-96	27	-7	62*	-3	8	-3

Record cards, as listed above.
Nn1c(SCC(=O)Nc2ccccc2)nnc1-c1cccnc1 in the list: CRFR2-BP ag = 1.9; CRFBP-R2 block = -17; M1 PAM parental = 9; TAAR1 antag = 1; CHRM5 PAM = 2; TAAR1 ag = 11; M4 PAM = -3; CHRM5 antagonist = -1; M5 ag = -3
Cc1ccccc1Nc1nc(N)nc(COC(=O)c2cccc(S(=O)(=O)N(C)c3ccccc3)c2)n1 in the list: CRFR2-BP ag = -3.7; CRFBP-R2 block = 51*; M1 PAM parental = 15; TAAR1 antag = 25; CHRM5 PAM = -7; TAAR1 ag = 6; M4 PAM = 5; CHRM5 antagonist = 8; M5 ag = -1

More entries follow:
SMILES | CRFR2-BP ag | CRFBP-R2 block | M1 PAM parental | TAAR1 antag | CHRM5 PAM | TAAR1 ag | M4 PAM | CHRM5 antagonist | M5 ag
COC(=O)[C@@H]1C[C@@]2(O)[C@H](O)[C@H](O)[C@H](O)C[C@H]2N1CC(c1ccccc1)c1ccccc1 | -0.9 | 3 | -15 | 6 | 3 | 2 | 4 | 0 | 1
Cc1nc2ccccc2c(=O)n1NC(=O)c1ccc(Cl)c([N+](=O)[O-])c1 | -0.7 | 19 | 14 | 3 | 0 | 2 | 1 | 4 | -2
COc1ccc(C(C)(C)C)cc1S(=O)(=O)N1CCN(C)CC1 | -0.9 | 0 | 5 | 0 | -4 | 4 | 12 | -2 | -2
Cc1nc(SCc2ccccc2)nc2c1CCC2 | -1.3 | -16 | 21 | -2 | -2 | 6 | 4 | 4 | -3
CC(Nc1c[nH]c(=O)[nH]c1=O)c1ccccc1 (centres undefined) | -0.1 | 3 | -6 | -8 | 2 | 4 | 1 | -4 | -2
Cc1ccc(Cn2ncc3c(N4CCOCC4)ncnc32)cc1 | -0.2 | -4 | 8 | 23 | -4 | 4 | 1 | 5 | 2
c1ccc(Cn2cc(CSc3ccccc3)nn2)cc1 | -0.4 | 13 | 6 | 0 | 3 | 1 | -8 | -3 | -11
Cc1ccc(-c2cc(C(=O)N3CCN(c4ncccn4)CC3)c3cc(Br)ccc3n2)o1 | 0.5 | -11 | 5 | 59* | -17 | 24 | -18 | 14 | 5
CCOc1ccc(NC(=O)CN2C(=O)NC(C)(c3ccc(OC(F)F)cc3)C2=O)cc1 (centres undefined) | 74* | -72 | -3 | 63* | 2 | 99* | -10 | 20 | 17
O=C(O)COc1ccc2c(c1)CCCC2 | -1.6 | -9 | 4 | -1 | 2 | 1 | 3 | -6 | 3
O=C(NCC1CCCO1)c1ccc(Cl)c(S(=O)(=O)N2CCOCC2)c1 (centres undefined) | 2.7 | -4 | 13 | 4 | 13 | 0 | -6 | -2 | -3
C/C(=N\NC(=O)c1ccn[nH]1)c1cn(C)nc1C | 0.4 | 13 | -12 | 0 | -1 | 0 | -3 | 1 | 0
Cc1cc(C)cc(N(C(=O)c2nsc(Cl)c2Cl)C(C(=O)NC2CCCC2)c2ccc(O)cc2)c1 (centres undefined) | -2.1 | 73* | 15 | 24 | -7 | 0 | 0 | 8 | -4
CCOc1ccc(C(=O)Nn2cnnc2)cc1OCC | -2.4 | 13 | 4 | -23 | 1 | 1 | 3 | 8 | -3
COC(=O)CN(c1ccc2c(c1)OCO2)S(=O)(=O)c1c(C)[nH]c(=O)[nH]c1=O | 0.6 | -3 | / | -4 | / | 1 | / | / | /
CCC(=O)c1ccc(OCC(=O)OCc2csc(CC(=O)Nc3ccccc3C)n2)cc1 | -2.0 | 6 | -11 | 40 | -13 | 10 | -7 | 5 | 4
O=C(Nc1ccccc1)N1CCCN(Cc2c(F)cccc2Cl)CC1 | -0.5 | -5 | 14 | -26 | 2 | 5 | 12 | 3 | -5
CC(NCC(O)COc1ccc(Br)cc1)c1ccccc1 (centres undefined) | 6.5 | -7 | 4 | 3 | -3 | 43* | -5 | 23 | -3
CC1=CC2=NC(=O)/C(=C\c3ccc(-c4cccc(Cl)c4)o3)C(=N)N2O1 | 37 | -144 | 30 | 10 | -5 | 2 | 3 | 2 | 1
CCCn1c(=O)c(C#N)cn(C2CC2)c1=O | 0.7 | 8 | 4 | -11 | 0 | 3 | -5 | 16 | 0
O=S(=O)(CCN1C=CC(C(F)(F)F)=NCC1)c1ccc(Cl)cc1Cl | -2.1 | 4 | -8 | -26 | 3 | 1 | 12 | -2 | 3
CC1=NN(c2nc(-c3ccccc3)cs2)C(=O)C1N=Nc1ccccc1 (centres undefined) | -2.7 | -6 | 24 | 3 | 1 | 0 | -7 | 7 | -3
CCOc1ccccc1CNc1nnnn1C | -0.2 | -10 | 1 | -19 | 3 | 7 | 0 | -5 | 1
COc1ccc(C(=O)OC(C)CN2CCN(C)CC2)cc1OC (centres undefined) | 0.2 | 10 | 2 | 1 | 3 | 7 | 6 | -5 | 1
Cn1c(SCC(=O)O)nnc1C1CCCCC1 | -1.0 | 6 | 6 | -18 | -8 | 8 | -5 | 0 | 4
N#Cc1cccc(NC(=O)CCc2ccc(S(=O)(=O)N3CCOCC3)cc2)c1 | 0.0 | -4 | -7 | -24 | -3 | 6 | 0 | 8 | 2
CC(C)C(=O)Nc1cccc(C(=O)Nc2ccc(S(=O)(=O)Nc3nccs3)cc2)c1 | -0.5 | 2 | -2 | -20 | 1 | 5 | 4 | 8 | -2
Oc1ccc(-c2nc3c4c(ncn3n2)-c2ccccc2CC42CCCC2)cc1 | 1.4 | 10 | -5 | 5 | 6 | -1 | 17 | -2 | 1
CCOC(=O)N1CCN(C(=O)CSC2=NS(=O)(=O)c3cc(F)ccc3N2)CC1 | 0.8 | 14 | 6 | -50 | 18 | 11 | 9 | -13 | 10
CCC12CN3CC(CC)(CN(C1)C3c1ccc([N+](=O)[O-])o1)C2=O (centres undefined) | 0.5 | -4 | 11 | -5 | 0 | 1 | 1 | 8 | -1
Cc1ccc(S(=O)(=O)N2CCCOC2CNC(=O)C(=O)NCCN2CCOCC2)cc1 (centres undefined) | 0.1 | -3 | -5 | -13 | -4 | 1 | 2 | -2 | -1
CC1CCCCC1NC(=O)CCS(=O)(=O)c1ccc2c(c1)NC(=O)CO2 (centres undefined) | -0.8 | -2 | 1 | -15 | 1 | 5 | -3 | -4 | -3

Two compounds picked at random from the list so far, as already listed:
SMILES | CRFR2-BP ag | CRFBP-R2 block | M1 PAM parental | TAAR1 antag | CHRM5 PAM | TAAR1 ag | M4 PAM | CHRM5 antagonist | M5 ag
Cc1cc(C)cc(N(C(=O)c2nsc(Cl)c2Cl)C(C(=O)NC2CCCC2)c2ccc(O)cc2)c1 (centres undefined) | -2.1 | 73* | 15 | 24 | -7 | 0 | 0 | 8 | -4
Cc1sc(NC(=O)c2ccco2)c(C(c2cccnc2)N2CCC(C)CC2)c1C (centres undefined) | 25 | -96 | 30 | 27 | -7 | 62* | -3 | 8 | -3
